Assay outcomes: PubChem BioAssay, Sanford-Burnham Center for Chemical Genomics
SENP7 block – SENP7 protease inhibitors, primary screen, biochemical, luminescence, uHTS | Sentrin-specific protease 7 (Homo sapiens), Q9BQF6 | recombinant SENP7, Z-RLRGG-aminoluciferin luminescence, 40 min | inhibition, % at 5 µM | actives 1.5% (n = 330,000) | AID 434973, 2010;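 active = inhibition above about 50% at the single test dose, limit read from the data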;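 also: plate controls were DMSO with enzyme for no effect and no enzyme buffer wells for full effect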
Apaf1 inhib – inhibitors of human Apaf-1 apoptosome, primary screen, biochemical, DEVD-Rh110 fluorescence, uHTS. Apoptotic protease-activating factor 1 (Homo sapiens), O14727. reconstituted apoptosome caspase-3 activity. inhibition, % at 20 µM. actives 0.71% (n = 330,000); active = inhibition of at least 40% at 20 µM;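 also: plate controls were DMSO wells for no effect and DEVD-CHO caspase inhibitor wells for full effect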
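Material: reconstituted apoptosome with Apaf-1, cytochrome c, caspase-9, procaspase-3, dATP. Technique: Rh110 fluorescence intensity. Buffer or medium: pH 7.5 Hepes buffer with CHAPS, BSA, DTT. Times: 30 min plus 50 min, RT.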
SENP8 block-1 – human SENP8 protease inhibitors, primary screen, biochemical, fluorescence, Nedd8 protein substrate, uHTS. actives 0.64% (n = 360,000). AID 602440, 2012. inhibition, % at 20 µM. recombinant SENP8. Sentrin-specific protease 8 (Homo sapiens), Q96LD8; in the data active = inhibition mostly above about 40%, no sharp cut-off; inactive = mostly below about 27%
SENP6 inh – SENP6 protease inhibitors, primary screen, biochemical, luminescence, uHTS | Sentrin-specific protease 6 (Homo sapiens), Q9GZR1 | Recombinant SENP6 catalytic domain, aminoluciferin luminescence | inhibition, % at 10 µM | actives 1.8% (n = 330,000);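 active = inhibition above about 50% at the single tested dose, limit read from the data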;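 also: plate controls were DMSO wells with enzyme for no effect and DMSO wells lacking enzyme for full effect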
HKDC1 inh – HKDC1 hexokinase inhibitors, primary screen, biochemical, fluorescence, uHTS; recombinant HKDC1, G6PDH/diaphorase resazurin coupled fluorescence; inhibition, % at 20 µM; actives 0.16% (n = 340,000); AID 493160, 2011;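 active = inhibition above about 35% when tested at 20 µM, limit read from the data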;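 also: plate controls were DMSO wells with enzyme for no effect and DMSO wells lacking enzyme for full effect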
Target sequence (Q2TB90 whole entry, looked up): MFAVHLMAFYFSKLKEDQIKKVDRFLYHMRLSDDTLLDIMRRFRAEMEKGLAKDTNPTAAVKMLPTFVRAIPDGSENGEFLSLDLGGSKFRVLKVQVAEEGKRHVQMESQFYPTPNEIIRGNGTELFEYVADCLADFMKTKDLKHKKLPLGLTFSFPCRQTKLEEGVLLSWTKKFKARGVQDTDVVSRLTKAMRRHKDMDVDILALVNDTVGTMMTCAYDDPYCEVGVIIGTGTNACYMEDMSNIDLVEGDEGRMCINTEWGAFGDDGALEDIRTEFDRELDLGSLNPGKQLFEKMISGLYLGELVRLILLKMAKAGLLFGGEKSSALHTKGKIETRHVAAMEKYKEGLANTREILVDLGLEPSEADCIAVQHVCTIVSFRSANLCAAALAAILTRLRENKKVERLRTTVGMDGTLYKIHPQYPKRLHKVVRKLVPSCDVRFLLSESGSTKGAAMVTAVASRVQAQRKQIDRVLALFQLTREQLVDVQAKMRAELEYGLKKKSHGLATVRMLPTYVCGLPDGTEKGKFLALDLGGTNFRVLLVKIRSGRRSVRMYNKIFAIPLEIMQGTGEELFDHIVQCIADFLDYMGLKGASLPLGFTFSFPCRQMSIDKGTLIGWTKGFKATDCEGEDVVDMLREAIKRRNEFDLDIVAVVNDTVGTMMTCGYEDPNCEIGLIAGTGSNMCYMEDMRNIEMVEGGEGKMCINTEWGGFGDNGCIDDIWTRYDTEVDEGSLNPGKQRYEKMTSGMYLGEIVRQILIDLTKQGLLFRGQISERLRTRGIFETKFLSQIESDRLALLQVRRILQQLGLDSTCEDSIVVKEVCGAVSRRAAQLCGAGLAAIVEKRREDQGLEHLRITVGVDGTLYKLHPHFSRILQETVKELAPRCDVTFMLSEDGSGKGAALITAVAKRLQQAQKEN
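Test system: Recombinant HKDC1 (HK5) hexokinase enzyme, produced in-house | Input: HKDC1 at 5 µg/mL | Buffer or medium: Tris pH 8.0 buffer with MgCl2, Tween-20, BSA, BME | Schedule: 90 min reaction incubation at room temperature, dark | Technique: Resazurin-to-resorufin fluorescence via G6PDH and diaphorase coupling, 525/613 nm | Controls: DMSO wells with and without enzyme mix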
PfGluPho inh – PfG6PD enzyme inhibitors, primary screen, biochemical, fluorescence intensity, uHTS; inhibition, % at 20 µM; PfGluPho enzyme, NADPH resazurin-diaphorase fluorescence; AID 504690, 2011; actives 0.78% (n = 350,000);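 active = inhibition reaching at least a set limit at 20 µM in the primary screen, cut at about 59% in these data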;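 also: 0% = DMSO wells with substrate and 100% = DMSO wells lacking glucose-6-phosphate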
SENP8 block-2 – SENP8 protease inhibitors, primary screen, biochemical, luminescence; Sentrin-specific protease 8 (Homo sapiens), Q96LD8; purified SENP8, Z-RLRGG-aminoluciferin cleavage; inhibition, % at 10 µM; actives 1.2% (n = 330,000); AID 2540, 2010; in the data active = inhibition above about 50%
SENP1 inh – human SENP1 catalytic domain inhibitors, primary screen, biochemical, FRET, uHTS; Sentrin-specific protease 1 (Homo sapiens), Q9P0U3; recombinant SENP1 catalytic domain, CyPet-SUMO1-YPet FRET cleavage; inhibition, % at 10 µM; actives 0.21% (n = 360,000); AID 624204, 2012;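 active = inhibition at least 30% at 10 µM, raw YFP signal under a set limit, fluorescence ratio 0.5 to 1.5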;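 also: 0% = enzyme with DMSO and 100% = no enzyme wells; some results filed as inactive read as strong as hits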
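System: Recombinant human SENP1 catalytic domain, His6-tagged | Incubation: Enzyme reaction for 50 min at room temperature, dark | Medium: Tris pH 8 with BME, BSA, NP40 and catalase | Also added: 25 nM SUMO1 FRET substrate | Compound: 10 µM single point, 0.5% DMSO | Measured by: FRET fluorescence in CFP and YFP emission channels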
Active calls of the source: *; . = not tested or not shown.

molecule	SENP8 block-1	SENP6 inh	SENP1 inh	PfGluPho inh	SENP7 block	Apaf1 inhib	SENP8 block-2	HKDC1 inh
COc1ccc(OCCCC(=O)ON=C(N)c2ccccc2Cl)cc1	13	3	2	-1	-3	5	-7	0
S=C(NCC1CCCO1)N1CCN(Cc2ccccc2Cl)CC1 (stereo unspecified)	-1	-4	0	-14	-8	-7	-4	-6
CCOC(=O)c1c(CN(C)C)n(-c2ccc(C)cc2)c2cc(Br)c(O)cc12	2	8	1	34	-1	11	-5	14
O=C(/C=C/c1ccccc1)Nc1scc(-c2ccccc2)c1C(=O)O	-3	.	1	61*	.	.	.	2
CCc1ccc(NC(=O)Cn2cc([N+](=O)[O-])nc2C)cc1	5	-8	1	-13	9	-6	2	0
CCN=C1S/C(=C\c2cc(Br)ccc2OCC(=O)OCC)C(=O)N1CC	-282	19	1	25	8	22	-4	2
C/C(CC(=O)Nc1ccc(N(C)C)cc1)=N\NC(=O)c1ccccc1F	17	9	1	-1	-2	1	10	-5
O=C1NC(c2ccccc2)=NC1(NS(=O)(=O)c1ccccc1)C(F)(F)F (stereo unspecified)	4	-17	0	-2	3	-2	2	-3
Cc1cc(C)cc(N=Cc2ccc([N+](=O)[O-])s2)c1	75*	57*	-1	62*	17	18	29	14
Cc1ccc(OCCSc2nnc(NC(=O)c3ccco3)s2)cc1	-71	-10	0	-31	-13	-2	-11	-5
Cc1ccccc1NC(=O)CC(O)(C(F)(F)F)C(F)(F)F	20	1	3	9	-6	-1	7	3
CCOC(=O)N1CCN(C(=O)Cn2nc(C)n3nc(-c4ccccc4)cc3c2=O)CC1	30	-6	2	-12	-16	12	-7	-4
C=CCCc1ccc(C#N)c(SCc2c(C(=O)OCC)c3cc(OC(C)=O)c(Br)cc3n2C)n1	10	-6	-7	-7	8	10	0	3
Cc1ccc(S(=O)(=O)N(C)Cc2ccc(C(=O)NN=C3C4CC5CC(C4)CC3C5)cc2)cc1	10	-14	3	-11	-8	12	-2	10
COc1ccccc1NC(=O)Cn1c(=O)n2nc(C)nc2c2ccccc21	4	-9	-4	-12	6	-4	-7	-5
CCOc1c2ccc(C(=O)NCc3cc(C(F)(F)F)cc(C(F)(F)F)c3)cc2nn1C	-478	-11	1	28	15	13	-15	1
O=C(O)C1=C[C@@H](c2ccc(Br)cc2)C[C@@H](OCCCCO)O1	12	5	3	-11	0	-8	1	1
COCCNc1nc2c(c(=O)n(Cc3ccc(OC)cc3)c(=O)n2C)n1C	16	6	-2	-23	2	6	7	-1
COc1ccc(-c2ccc(=O)[nH]n2)cc1	-43	-7	1	-8	7	7	6	-5
COc1ccc(N2CCN(C(=O)c3c(-c4c(F)cccc4Cl)noc3C)CC2)cc1	6	0	-1	8	1	0	-2	-4
COc1ccc(CCNCC(O)Cn2c3ccccc3c3ccccc32)cc1OC (stereo unspecified)	-11	-14	0	-16	5	8	-4	4
Cc1ccc(S(=O)(=O)N2CCN(CC(=O)N/N=C\c3ccc(O)c(O)c3)CC2)cc1	-14	-7	-1	0	8	-8	1	2
O=C(NCc1ccco1)c1cc([N+](=O)[O-])ccc1N1CCCCC1	10	1	-1	13	-6	0	-11	-15
OCC1CCCN(C(=S)Nc2ccc(Nc3ccccc3)cc2)C1 (stereo unspecified)	12	15	1	5	10	19	6	-7
CN(C)CCn1c2c(c(SCC(=O)Nc3ccccc3C(F)(F)F)nc1=O)CCCC2	7	10	-3	-7	1	-8	5	-5
Cc1ccc(NC(=S)NCc2ccc3c(c2)OCO3)cc1C	-4	12	1	-5	11	6	2	6
CCOc1ccc(NC(=O)C2CCN(S(=O)(=O)c3ccc4c(c3)N(C(C)=O)CCO4)CC2)cc1	15	20	1	0	-5	-4	2	0
CC1CN(C(=O)CS(=O)(=O)Cc2ccccc2)CC(C)O1 (stereo unspecified)	8	-2	-1	-17	-3	4	-3	-1
CCOC(=O)C1CCCN(c2nnnn2-c2ccccc2)C1 (stereo unspecified)	14	-10	2	-1	0	-8	-5	-5
CCc1cccc(N(C(=O)c2csnn2)C(C(=O)NC(C)(C)C)c2ccccn2)c1 (stereo unspecified)	11	3	3	-5	0	-2	8	-6
COc1ccc(OCC(O)Cn2c(=N)n(Cc3ccccc3)c3ccccc32)cc1 (stereo unspecified)	34	-12	2	4	7	27	1	-6
CCOC(=O)N1CCN(C(=O)c2cc(OCC)c(OCC)c(OCC)c2)CC1	-5	-5	0	-22	5	-7	-2	-5
COc1cc(S(=O)(=O)N2CCOCC2)ccc1NC(=O)COc1ccc(N(C)S(=O)(=O)c2ccc(C)cc2)cc1	0	5	1	3	-4	3	-4	-9
COc1ccc2c(Cl)c(-c3nnc(SCC(N)=O)n3C)sc2c1	10	2	2	-5	-6	2	4	2
O=C(Cn1c(=O)n(-c2cccc(C(F)(F)F)c2)c(=O)c2sccc21)NCC1CCCO1 (stereo unspecified)	-1	-7	0	-6	-2	0	5	-6
Cn1c2ccccc2c2cc(/C=N/NC(=O)c3ccc(N)cc3)ccc21	-395	-3	1	22	-5	8	-1	-1
O=C(NNS(=O)(=O)c1ccccc1)c1cccs1	15	-2	3	8	-1	-4	-4	-12
Cc1ccc(-n2nnnc2SCC(=O)Nc2sccc2C#N)cc1	8	-30	-2	-8	-7	-12	-24	-8
N#CCCN(Cc1cccs1)C(=O)Nc1ccccc1	16	-9	1	3	5	-6	-1	0
CC(=O)C1C(c2ccc(F)cc2)C2C(C)=NN=C2CC1(C)O (stereo unspecified)	3	-6	1	2	-22	-11	-3	-3
Cc1ccc(C(=O)Nc2ccccc2C(=O)NCc2ccco2)cc1	-6	0	2	31	-1	2	1	0
O=C(/C(N=Nc1cccc([N+](=O)[O-])c1)=C(/O)c1ccc(Br)cc1)C(F)(F)F	29	-7	5	.	1	-9	-10	.
Cc1ccc(-n2ncc3c(=O)[nH]c(SC(C)C)nc32)cc1	-3	-5	2	-33	-8	8	0	9
COc1ccc(/C=C/c2onc(C)c2S(=O)(=O)N2CCC(C(=O)N3CCCCCC3)CC2)cc1	-124	-3	0	6	10	21	6	-7
CC1(c2nnc(-c3cccc(Cl)c3)o2)CC(c2ccccc2)=NO1 (stereo unspecified)	2	-9	-2	12	3	13	-8	-2
COc1ccc(Br)cc1/C=N/NC(=O)c1cccc(S(=O)(=O)N2CCOCC2)c1	-10	-11	0	57	-1	2	1	4
O=C(O)c1ccccc1OCCOCCOc1ccccc1C(=O)O	17	-11	1	-6	-2	-8	5	3
O=C(NCCOc1ccccc1F)C1CC(=O)N(Cc2ccccc2)C1 (stereo unspecified)	11	-7	-2	-12	2	-4	-1	-5

Limited to SENP8 block-1 and PfGluPho inh, for 4 of the compounds above:
Structure	SENP8 block-1	PfGluPho inh
COCCNc1nc2c(c(=O)n(Cc3ccc(OC)cc3)c(=O)n2C)n1C	16	-23
COc1ccc(-c2ccc(=O)[nH]n2)cc1	-43	-8
COc1ccc(N2CCN(C(=O)c3c(-c4c(F)cccc4Cl)noc3C)CC2)cc1	6	8
COc1ccc(CCNCC(O)Cn2c3ccccc3c3ccccc32)cc1OC (stereo unspecified)	-11	-16

Additional structures
molecule	SENP8 block-1	SENP6 inh	SENP1 inh	PfGluPho inh	SENP7 block	Apaf1 inhib	SENP8 block-2	HKDC1 inh
COc1ccc(-n2c(SCC(=O)NCc3ccco3)nc3sc4c(c3c2=O)CCN(C)C4)cc1	-165	10	-27	22	-4	4	5	0
O=C(O)C1C(c2ccccc2)c2ccccc2C(O)C1CO (stereo unspecified)	22	.	2	14	.	.	.	6
COC(=O)C1=C(C)N(C)C(=S)NC1c1c(OC)ccc2ccccc12 (stereo unspecified)	7	-6	2	-11	7	-2	-3	-8
COc1cc(C2NC(=O)CCC2[N+](=O)[O-])c(OC)cc1Br (stereo unspecified)	5	-17	2	-1	2	-6	-3	0
O=C(Nc1ccc(NC(=O)c2cccs2)cc1)c1ccc(Br)o1	13	28	3	-15	49	19	9	6
CC1CCN(C(=S)SCc2nc(N)nc(Nc3ccccc3)n2)CC1	6	-18	-5	25	5	17	1	1
CC(CNC(=O)Cn1cnc2c(OCc3ccccc3)ncnc21)c1ccccc1 (stereo unspecified)	3	-4	0	-2	-2	1	5	-7
N#Cc1ccccc1OCC(=O)N(C1CCCCC1)C1CCS(=O)(=O)C1 (stereo unspecified)	-2	-19	1	-6	-3	-9	4	0
CCOC(=O)c1cc2sccc2n1CC(=O)N1CCCC1	4	-36	0	-7	-1	-8	6	13
CCC1CN(C(=O)NCc2ccc(C)cc2)c2cc(C)ccc2O1 (stereo unspecified)	22	-4	3	15	-3	17	-14	-3
CC1CN(C(=O)COc2ccc3c(-c4ccccc4)cc(=O)oc3c2)CC(C)O1 (stereo unspecified)	-79	-7	-27	6	6	-1	5	-2

Two entries picked at random from the list so far:
molecule	SENP8 block-1	SENP6 inh	SENP1 inh	PfGluPho inh	SENP7 block	Apaf1 inhib	SENP8 block-2	HKDC1 inh
COc1cc(C2NC(=O)CCC2[N+](=O)[O-])c(OC)cc1Br (stereo unspecified)	5	-17	2	-1	2	-6	-3	0
CCOC(=O)c1cc2sccc2n1CC(=O)N1CCCC1	4	-36	0	-7	-1	-8	6	13
